STAT3 blocker = STAT3 signaling inhibition | inhibition, % at 5.5 µM | hit rate 0.89% among 190,000 | U3A cells, IL-6 STAT3-luciferase reporter, luminescence; host cell line lacks STAT1;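 active = inhibition above the mean inhibition across all screened compounds plus 3 SD, cut at about 44% in these data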;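 also: 0% = DMSO only wells and 100% = 100 µM nifuroxazide control wells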
bIAP activator = increases bovine intestinal alkaline phosphatase activity; purified bovine IAP, CDP-star luminescence, 30 min; hits give high values; fold of DMSO-control signal, blank-subtracted; activation factor at 20 µM; hit rate 0.17% among 200,000; AID 1016;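 active = activation factor of 2 or more at 20 µM, a signal rise over negative controls twice the positive control's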
STAT3 act = increases IL-6 driven STAT3 reporter signal; U3A cells, IL-6 STAT3-luciferase reporter, luminescence; 100% = signal with IL-6 EC80 alone; activation (% of control), % at 5.6 µM; hit rate 0.91% among 190,000;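 active = activation above the screen-wide mean of compound activation plus 3 SD, cut at about 130% in these data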;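 also: 0% = background luminescence of wells with medium and substrate only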
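Test system: Human STAT1-deficient U3A cells with stable STAT3-luciferase reporter | Also added: Interleukin-6, 33 ng/mL | Timing: Compound pre-incubation 1 h before IL-6, then 6 h stimulation at 37 °C | Technique: Luciferase reporter luminescence | Read-out: Percent of IL-6-only median luminescence | Benchmarks: IL-6-only wells as 100% reference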
PPARg SRC1 recr = promotes SRC-1 coactivator recruitment by human PPARgamma; P37231; PPARgamma-SRC-1 coactivator recruitment biochemical assay; activation, % at 8 µM; hit rate 0.41% among 200,000; AID 631; in the data active = activation above about 19%;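 also: 0% = DMSO and 100% = reference agonist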
Target sequence (P37231 whole entry, looked up): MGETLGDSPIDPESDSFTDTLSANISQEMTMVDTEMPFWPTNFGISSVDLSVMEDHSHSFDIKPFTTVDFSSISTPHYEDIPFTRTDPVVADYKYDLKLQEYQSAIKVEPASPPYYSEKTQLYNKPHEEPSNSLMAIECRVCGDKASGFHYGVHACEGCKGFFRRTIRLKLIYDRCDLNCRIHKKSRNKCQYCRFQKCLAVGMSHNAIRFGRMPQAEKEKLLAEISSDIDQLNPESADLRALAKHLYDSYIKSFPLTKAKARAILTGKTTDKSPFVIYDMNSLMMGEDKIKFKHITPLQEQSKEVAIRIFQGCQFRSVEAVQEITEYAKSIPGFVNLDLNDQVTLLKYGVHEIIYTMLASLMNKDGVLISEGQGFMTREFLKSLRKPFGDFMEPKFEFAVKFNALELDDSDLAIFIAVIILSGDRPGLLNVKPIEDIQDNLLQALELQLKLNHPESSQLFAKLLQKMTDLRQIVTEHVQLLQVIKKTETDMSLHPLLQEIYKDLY
bIAP inh = intestinal alkaline phosphatase (bovine) inhibition; purified bovine IAP, CDP-star luminescence, 30 min; inhibition, % at 20 µM; 190,000 tested, under 10 active; AID 1019;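 active = over 50% inhibition of intestinal alkaline phosphatase at 20 µM in the single-dose screen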
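test system = bovine IAP enzyme | medium = DEA buffer 100 mM, pH 9.8, with MgCl2 1.0 mM, ZnCl2 0.02 mM | detection = luminescence | dosing = single compound dose of 20 µM, 2% DMSO final | incubation = 30 min reaction at room temperature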
STAT1 blocker = inhibitors of IFN-gamma induced STAT1 signaling; NIH 3T3 STAT1-luciferase reporter, luminescence; inhibition, % at 5.5 µM; hit rate 0.35% among 200,000;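 active = inhibition above a set limit, the mean inhibition across all tested compounds plus 3 SD, cut at about 34% in these data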;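 also: 0% = IFN-gamma with DMSO and 100% = IFN-gamma with 300 µM nifuroxazide; values of inactives mirror those of a sister screen read the other way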
TNAP act hi DEA = TNAP (human) activation, high acceptor; P05186; purified TNAP, CDP-star luminescence, 1 M DEA, 30 min; hits give high values; 0 = EDTA background, 1 = DMSO-only activity; 200,000 tested, under 10 active; activation factor at 20 µM;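 active = activation factor at least 2 at 20 µM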
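system = human TNAP | amount = enzyme diluted 1/800 final | reagent = 100 µM CDP-star substrate | signal = luminescent substrate turnover signal | dosing = one dose, 20 µM | benchmarks = EDTA negative control, DMSO positive control | measure = activation factor | timing = 30 min reaction, room temperature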
PPARg SRC2 recr = agonists of SRC-2 recruitment by human PPARgamma; P37231; hit rate 0.34% among 200,000; PPARgamma LBD-SRC-2 recruitment, biochemical; activation, % at 8 µM; in the data active = activation above about 22%;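 also: 0% = vehicle and 100% = reference agonist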
SRC2 TRFRET art = TR-FRET artefact, counter-screen to PPARgamma/SRC-2 agonist assay. hits give high values. hit rate 0.4% among 200,000. TR-FRET ratio at 8 µM; in the data active = TR-FRET ratio above about 2000; also: inactives centre near 1500
ROMK primary = human ROMK K+ channel modulation, primary screen; P48048; Tet-inducible ROMK, thallium flux fluorescence; actives lie on both sides; B-score at 10 µM; hit rate 2% among 130,000; AID 1918;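 active = signal ratio slope over the read window, or its plate-corrected B-score, at least 3 SD from the plate mean, either direction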;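 also: B-score of the F/F0 ratio slope over 7 to 12 s after thallium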
Target sequence (P48048 whole entry, looked up): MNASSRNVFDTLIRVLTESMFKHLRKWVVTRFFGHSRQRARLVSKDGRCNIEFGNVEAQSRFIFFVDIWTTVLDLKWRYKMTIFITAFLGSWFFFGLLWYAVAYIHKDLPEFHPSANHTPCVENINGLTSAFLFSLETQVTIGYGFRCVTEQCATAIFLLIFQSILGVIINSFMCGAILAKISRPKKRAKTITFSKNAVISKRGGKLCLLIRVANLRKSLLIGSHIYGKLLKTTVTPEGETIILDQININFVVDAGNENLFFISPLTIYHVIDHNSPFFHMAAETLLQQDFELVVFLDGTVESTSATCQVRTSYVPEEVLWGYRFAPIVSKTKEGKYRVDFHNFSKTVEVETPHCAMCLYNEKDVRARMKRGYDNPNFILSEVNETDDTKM
PPARg SRC-3 ag = agonists of human PPARgamma SRC-3 coactivator recruitment; P37231; biochemical PPARgamma/SRC-3 coactivator recruitment assay; activation, % at 8 µM; hit rate 0.26% among 200,000; AID 731; in the data active = activation above about 23%;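 also: 0% = DMSO and 100% = reference agonist; some compounds past the cut are filed as inactive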
An asterisk follows results filed as active; · = not tested or not shown.

SMILES | STAT3 blocker | bIAP activator | STAT3 act | PPARg SRC1 recr | bIAP inh | STAT1 blocker | TNAP act hi DEA | PPARg SRC2 recr | SRC2 TRFRET art | ROMK primary | PPARg SRC-3 ag
Cc1ccc(S(=O)(=O)CCC(=O)c2ccc(O)cc2O)cc1 | -1 | 0.9 | 104 | 4 | 13 | 0 | 1.1 | -1 | 1425 | -2.6 | 0
CCOc1c(CNCCNC(=O)c2nonc2N)cccc1OC | -3 | 0.7 | 106 | -1 | 25 | 9 | 1.1 | -2 | 1424 | · | -3
COc1ccc(S(=O)(=O)Cc2ccc(C(=O)N3CCC(C(N)=O)CC3)o2)cc1 | -1 | 0.9 | 108 | -7 | 14 | -11 | 1 | -7 | 1527 | · | -6
COC(=O)c1cc(OC)c(OC)cc1NC(=O)c1ccco1 | 9 | 1.1 | 98 | 2 | -6 | -9 | 1 | 1 | 1587 | · | -7
CCn1cc(C(=O)OCC(=O)Nc2cc(S(=O)(=O)N(C)C)ccc2C)c(=O)c2ccc(C)nc21 | 14 | 1 | 92 | 5 | 4 | 0 | 1 | 3 | 1648 | -0.12 | 2
Cc1cc(C)n(-c2cc(-c3ccccc3)nc(C)n2)n1 | 9 | 0.8 | 95 | 4 | 22 | 0 | 1 | 4 | 1444 | · | -6
Nn1c(SCC(=O)Nc2nccs2)nncc1=O | 12 | 0.9 | 95 | -1 | 5 | -1 | 1 | 2 | 1573 | 1.3 | 2
O=C(NC1=NCCS1)c1ccc(Cl)s1 | 0 | 1 | 105 | 3 | 1 | -45 | 1 | 3 | 1556 | · | 8
CNc1nc(SC)nc(N(C#N)CC(=O)OC)n1 | 2 | 0.9 | 101 | -9 | 8 | -5 | 1 | 11 | 1667 | 0.47 | 14
C=C(C)C1CC=C(CN2CC(C)OC(C)C2)CC1 (centres undefined) | 10 | 1.1 | 97 | 7 | -9 | 4 | 1 | 8 | 1532 | · | -4
COc1ccc(-c2noc(CSc3nnc(-c4ccncc4)n3-c3ccc(F)cc3)n2)cc1OC | 1 | 1 | 104 | 8 | -4 | -1 | 1 | -1 | 1714 | · | 0
CCN(CC(=O)Nc1ccc(NC(C)=O)cc1)C(=O)COc1ccc(C(=O)c2ccccc2)cc1 | 6 | 0.9 | 93 | 6 | 7 | 3 | 1 | 13 | 1616 | -0.094 | 4
O=C(Nc1ccccc1)c1cnc2n(c1=O)CCS2 | -2 | 1 | 106 | 4 | 4 | -25 | 1 | 10 | 1554 | · | 13
COc1cc(-c2nnc3n(CCc4ccccc4)c(=O)c4ccccc4n23)cc(OC)c1OC | 23 | 0.8 | 82 | -1 | 24 | 4 | 0.9 | -4 | 1466 | · | 3
COc1ccc(S(=O)(=O)Nc2ccccc2C(=O)NC(C)(C)C)cc1OC | 0 | 1 | 100 | 3 | 3 | 7 | 1 | -4 | 1595 | 0.57 | 0
C=C(C(=O)c1ccccc1)C(C)C(=C)C(=O)c1ccccc1 | 6 | 1.1 | 94 | 10 | -13 | 18 | 1 | 6 | 1693 | · | 9
O=C(CSc1ncnc2ccccc12)Nc1cc(S(=O)(=O)N2CCCCC2)ccc1Cl | -10 | 1.3 | 113 | 0 | -25 | 6 | 1 | -5 | 2930* | -2.1 | 3
Cc1ccc2[nH]c3c(c2c1)CN(C(=O)CN1CCN(Cc2ccc4c(c2)OCO4)CC1)CC3 | 10 | 1.2 | 97 | -1 | -17 | 4 | 1 | 0 | 1431 | · | 2
COc1nc(-c2ccc(Cl)cc2)ccc1-c1noc(-c2ccco2)n1 | 3 | 0.9 | 98 | 3 | 8 | -3 | 1 | 0 | 1564 | 0.53 | 14
CCOc1ccccc1-n1c(SCC(=O)N2CCCC2)nnc1-c1ccc(O)cc1 | 4 | 1.1 | 102 | -1 | -5 | 6 | 1.1 | 2 | 1490 | 0.44 | -1
COc1cc2[nH]c(=O)n(Cc3ccc(C(=O)NC4CCCC4)cc3)c(=O)c2cc1OC | 10 | 1 | 95 | -3 | 3 | 1 | 1 | 14 | 1618 | -0.7 | 10
NC(=O)C(c1cccc(Cl)c1)c1ncc(C(F)(F)F)cc1Cl (centres undefined) | 10 | 1 | 96 | 6 | -2 | 6 | 1 | 0 | 1625 | · | 11
CC(C)(C)NC(=O)COc1ccc(CNCc2cccnc2)cc1 | -7 | 1 | 107 | -2 | 0 | 14 | 1.1 | -8 | 1521 | 1.2 | -2
N#CCSc1nc2cc(C(=O)N3CCC(C(N)=O)CC3)ccc2c2nc3ccccc3n12 | 0 | 1.1 | 103 | -4 | -7 | 2 | 1 | 7 | 1649 | 0.49 | -18
CCOc1ccccc1N1CCN(C(=O)CC(C)(C)C)CC1 | 8 | 1 | 100 | 11 | -4 | 1 | 1 | 0 | 1338 | -0.36 | 6

Exported as comma-separated lines: entries from further up
compound,STAT3 blocker,bIAP activator,STAT3 act,PPARg SRC1 recr,bIAP inh,STAT1 blocker,TNAP act hi DEA,PPARg SRC2 recr,SRC2 TRFRET art,ROMK primary,PPARg SRC-3 ag
CCOc1ccccc1N1CCN(C(=O)CC(C)(C)C)CC1,8,1,100,11,-4,1,1,0,1338,-0.36,6
Nn1c(SCC(=O)Nc2nccs2)nncc1=O,12,0.9,95,-1,5,-1,1,2,1573,1.3,2
CC(C)(C)NC(=O)COc1ccc(CNCc2cccnc2)cc1,-7,1,107,-2,0,14,1.1,-8,1521,1.2,-2
CNc1nc(SC)nc(N(C#N)CC(=O)OC)n1,2,0.9,101,-9,8,-5,1,11,1667,0.47,14
COC(=O)c1cc(OC)c(OC)cc1NC(=O)c1ccco1,9,1.1,98,2,-6,-9,1,1,1587,·,-7
O=C(CSc1ncnc2ccccc12)Nc1cc(S(=O)(=O)N2CCCCC2)ccc1Cl,-10,1.3,113,0,-25,6,1,-5,2930*,-2.1,3

New compounds follow:
SMILES | STAT3 blocker | bIAP activator | STAT3 act | PPARg SRC1 recr | bIAP inh | STAT1 blocker | TNAP act hi DEA | PPARg SRC2 recr | SRC2 TRFRET art | ROMK primary | PPARg SRC-3 ag
O=C(Cc1ccccc1)Nc1ccc(NC(=O)c2cccc(Cl)c2)cc1 | 10 | 1 | 95 | 0 | 4 | 0 | 1 | 1 | 1600 | · | 1
CC(C)[C@H](NC(=O)c1ccccc1)C(=O)OCC(=O)NCc1ccc(F)cc1 | -3 | 1 | 111 | -1 | -1 | -9 | 1 | -2 | 1450 | -0.078 | 5
COc1cccc(C2=NOC(C(=O)Nc3cccnc3Cl)C2)c1OC (centres undefined) | -1 | 1 | 101 | 8 | 0 | 0 | 1 | 6 | 1687 | -0.46 | 4
Cc1cc(Nc2cccc([N+](=O)[O-])c2)c2ccccc2n1 | 10 | 0.9 | 94 | -1 | 11 | 9 | 1 | -3 | 1509 | · | 0
Cc1cn(S(=O)(=O)c2cc(Br)ccc2Br)cn1 | 11 | 0.9 | 93 | 4 | 5 | 5 | 1.1 | 14 | 1565 | 0.21 | 2
CC(=O)Nc1ccc(OCC(O)Cn2nc(C)nc2C)cc1 (centres undefined) | 6 | 1 | 96 | 4 | 3 | -5 | 1 | -1 | 1584 | -0.28 | -14
CCn1c(C)nc2cc(C(=O)N/N=C/c3ccc(OC)c(O)c3)ccc21 | 11 | 1.1 | 91 | 7 | -10 | -10 | 1 | 12 | 1520 | · | 2
O=C(O)CC/C(=N/NC(=O)c1cccs1)c1ccccc1 | 20 | 0.9 | 86 | 14 | 7 | -64 | 1 | 7 | 1654 | 0.37 | 3
CCOC(=O)Cn1nc(C)c(NC(=O)CCc2ccc(OC)cc2)c1C | 12 | 1.1 | 92 | 7 | -9 | 2 | 1 | 2 | 1763 | 0.04 | 3
CC1(C)CC(=O)C(C2c3ccccc3S(=O)(=O)c3ccccc32)C(=O)C1 | 13 | 1.1 | 93 | 3 | -11 | 0 | 1.1 | 1 | 1391 | -0.38 | 3
O=C(c1cccn2c(=O)c3ccccc3nc12)N1CCN(Cc2ccc3c(c2)OCO3)CC1 | 5 | 1 | 99 | 6 | -2 | 6 | 1 | -6 | 1800 | -0.72 | 4
COc1ccc(C(=O)NCCc2cn3ccc(C)cc3n2)cc1 | 14 | 1 | 96 | 6 | -4 | -2 | 1 | 3 | 1679 | · | 12
CC(=O)Nc1ccc(OCC(O)Cn2c(CO)nc3ccccc32)cc1 (centres undefined) | 7 | 1.1 | 104 | -8 | -15 | -6 | 1 | -9 | 1488 | 0.68 | 4
CCNC(=O)NC(=O)C(C)On1nnc2ccc(S(=O)(=O)N(CC)CC)cc21 (centres undefined) | 6 | 1 | 97 | 2 | -4 | 6 | 1 | 10 | 1533 | · | 1
CC(NC(=S)Nc1ccc(OC(F)F)cc1OC(F)F)C(C)(C)C (centres undefined) | 7 | 1 | 94 | 3 | -1 | 7 | 1 | 16 | 1758 | -1.1 | 2
COc1ccc(OC)c(/C=C/C(=O)N2C(=O)c3cccc(N)c3C2=O)c1 | 28 | 1.1 | 79 | 2 | -13 | 14 | 1.1 | 2 | 1591 | · | 0
Cc1ccc(OCC2Cn3c(nc4c3c(=O)[nH]c(=O)n4C)O2)cc1 (centres undefined) | 18 | 0.9 | 91 | 9 | 11 | 4 | 1 | 7 | 1724 | · | 9
O=C(Nc1ccc(N2CCCCC2)cc1)c1cccnc1 | 22 | 1 | 86 | -1 | 3 | -17 | 1 | 7 | 1667 | · | 9
CCC(C)(C)NC(=O)C(c1cccn1C)N(C(=O)Cn1nnc2ccccc21)c1ccccc1OC (centres undefined) | 3 | 1 | 102 | 4 | 1 | 3 | 1 | 1 | 1429 | · | -6
COC(=O)c1cc(NC(=O)c2nccnc2C(=O)O)cc(C(=O)OC)c1 | 16 | 0.9 | 91 | 0 | 10 | 1 | 1.1 | 12 | 1547 | · | 6
Nc1nc(-c2cccnc2)nn1S(=O)(=O)c1ccccc1 | 1 | · | 103 | 0 | · | 0 | · | 12 | 1521 | · | 4
O=C(NCc1cccs1)C(=O)NCC(c1ccco1)N1CCN(c2ccccc2F)CC1 (centres undefined) | 8 | 1 | 103 | 6 | 2 | 5 | 1.1 | 0 | 1650 | 0.12 | 0

Assay outcomes (PubChem BioAssay)
